High-throughput results (PubChem BioAssay)
Insulin prom inh: TRM-6 insulin promoter activity inhibition; 130,000 compounds, 0.9% hits; TRM-6 cells (human fetal islet line), insulin promoter-eGFP reporter, imaging; reporter expression induced with tamoxifen; AID 1273; inhibition, % at 2 µM;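 active = inhibition above the mean plus 3 SD, with well images judged a real hit on visual review, cut at about 60% in these data, passing the limit was not always enough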
SDO1 yeast rescue: restores growth of sdo1-depleted yeast. S. cerevisiae sdo1-depleted JHY4D growth rescue, OD600 30 h; stronger effect = higher value; pdr5 snq2 efflux-pump mutant strain. z-score at 10 µM. 140,000 compounds, 0.21% hits. AID 817;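 active = z-score above 3 at both the 24 hr and the 30 hr optical density reads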;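 also: z-score against mean and SD of all compound wells on the same plate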
SDO1 yeast rescue Rescue 24 h: second read-out of SDO1 yeast rescue, no call of its own (marks repeat the call); z-score; S. cerevisiae sdo1-depleted JHY4D growth rescue, OD600; measured here: growth rescue at 24 h;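 0 is the plate mean of compound wells and units are plate SD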
Starred values were filed as active, the others as inactive; / = no result given.

Molecule	Insulin prom inh	SDO1 yeast rescue	SDO1 yeast rescue Rescue 24 h
CC(Sc1nnc(C2CCCCC2)n1N)C(=O)NCc1ccc2c(c1)OCO2 (stereo not drawn)	/	0.27	-0.64
CC(=O)N(Cc1ccco1)C1(C(=O)NC2CCCCC2)CCCCC1	-28.6	-0.42	-0.89
Cc1cc(C)n(C(=O)c2ccncc2)n1	/	-0.05	-0.35
Cn1ncc(N)c1C(=O)Nc1cccc(C(F)(F)F)c1	-53.1	-0.26	-0.01
CCn1c2ccccc2c2nc3ccccc3nc21	3.0	-1.38	-0.77
Cc1ccccc1NC(=O)CCC(=O)OCC(=O)c1ccc(-c2ccccc2)cc1	-8.9	0.1	-0.18
CC1(C)CC(=O)C([N+](=O)[O-])=C(NCCCO)C1	/	0.7	-0.14
O=C1Nc2ccccc2OC1CC(=O)N1CCCC1 (stereo not drawn)	-14.3	0.24	-0.07
CCOC(=O)N1CCC(N2CCN(Cc3ccc(F)c(F)c3)C(CCO)C2)CC1 (stereo not drawn)	21.7	/	/
COC(=O)CSc1nnc(-c2ccoc2C)n1-c1ccc(OC)cc1	/	0.18	0.15
Cc1ccccc1N1CCN(CCN2C(=O)CC(=C3c4ccccc4-c4ccccc43)C2=O)CC1	25.6	/	/
O=C(NCCN1CCCC1)C1CC(=O)N(C2CCCCC2)C1 (stereo not drawn)	-26.7	1.1	0.63
CCCc1nnc(SCC(=O)N2CCCC(C)C2)n1CCCOC (stereo not drawn)	/	0.13	-0.42
COc1ccc(CC(=O)Nc2cc(C)ccn2)cc1	-35.5	1.63	1
CCC(=O)N1N=C(c2ccc(NS(C)(=O)=O)cc2)CC1c1ccc(C)cc1 (stereo not drawn)	27.6	-0.16	-0.09
Cc1ccccc1/C=N/NC(=O)Cc1ccc(Cl)cc1	25.0	/	/
CCS(=O)(=O)N1CCC(C(=O)NCCc2ccccc2)CC1	/	-0.38	-0.56
Cc1ccc(NC(=O)Cn2cc(S(=O)(=O)c3ccc(C)cc3)c(=O)c3cc(F)ccc32)cc1	21.9	0.28	-0.18
Cc1nc(-c2ccccc2)nc2[nH]c(-c3ccccc3)cc(=O)c12	0.0	-0.74	-1.65
O=C(N1CCN(c2ccccc2F)CC1)C1(c2cccs2)CCOCC1	/	-0.15	-0.17
O=C(CN1C(=O)C2C3C=CC(C3)C2C1=O)Nc1ccc2nccnc2c1 (stereo not drawn)	/	-0.51	-1.07
C/C(=C\c1ccccc1)C(=O)NC1CCSC1=O (stereo not drawn)	37.8	0.82	0.99
Cc1ccc(S(=O)(=O)N2CCN=C2SCc2ccccc2)cc1	38.5	/	/
COc1cccc(-c2nnn(CC(=O)Nc3cc(OC)c(NC(=O)c4ccco4)cc3OC)n2)c1	31.5	0.22	1.57
Cc1cccc(NC(=O)CCCCCN2C(=O)c3ccccc3C2=O)n1	50.0	-0.1	-0.48
COC(=O)c1ccc(NC(=O)C2C3C=CC(O3)C2C(=O)O)cc1 (stereo not drawn)	6.5	-0.61	-0.7
Nc1nc(NC(=O)c2cccs2)nn1-c1ccccc1	-30.4	0.62	0.13
CN(C)S(=O)(=O)N1CCN(S(=O)(=O)c2ccccc2)CC1	12.5	1.86	0.25
CCOC(=O)Cc1cc(=O)[nH]c(/N=C(\N)Nc2ccc(C)c(C)c2)n1	13.3	/	/
CCCC(=O)Nc1ccc(C#Cc2ccccc2)cc1	-178.6	-0.11	0.06
O=C(NCc1ccco1)c1ccc2c(=O)n(-c3ccccc3)c(=S)[nH]c2c1	-6.8	-0.82	-0.23
COc1ccccc1-n1c(SCC(=O)N(C)C2CCS(=O)(=O)C2)nc2ccccc2c1=O (stereo not drawn)	/	1.09	-0.34
Cc1ccc(CC(=O)NCC(C)C)cc1	27.3	0.97	0.42
CCCn1nnc(NC(=O)c2sc3ccccc3c2Cl)n1	6.5	0.53	0.43
CCC1(C(=O)OC)NC(c2cccc(F)c2)C2C(=O)N(C)C(=O)C21 (stereo not drawn)	-41.7	0.58	0.11
CCOC(=O)c1c(C)oc2c1c(C=NC1CCS(=O)(=O)C1)c(O)c1ccccc12 (stereo not drawn)	9.1	-0.95	0.28
CCOc1ccc(OCC(=O)OCn2c(SC)nnc(C)c2=O)cc1	35.5	0.3	-0.43
CC(C)C(=O)N1CCN(c2nc(-c3ccccc3)c3c(c2C#N)CCCC3)CC1	25.0	-0.55	-0.37
Cc1ccc(C(=O)NC(=S)NNC(=O)c2ccccc2[N+](=O)[O-])cc1	44.2	0.49	-0.46
CN1/C(=C\C=Nc2ccc3ccccc3c2)C(C)(C)c2ccccc21	-6.5	-0.46	0.63
O=C(/C=C\c1ccco1)Nc1ccc(N2CCN(C(=O)c3ccccc3)CC2)cc1	20.6	-1.11	-1.01
COc1ccc(Cl)cc1Nc1cc(C)nc2nc(C)nn12	5.0	0.36	-0.42
O=C(COc1cccc2ccccc12)N/N=C/c1ccc(Sc2nc3ccccc3s2)o1	13.5	-0.49	-1.15
Cc1cc([N+](=O)[O-])nn1CCCC(=O)Nc1cccnc1Cl	-38.5	/	/
Cc1c(C(=O)Nc2nccs2)sc2nc(-c3cccs3)cc(C(F)(F)F)c12	41.7	-0.75	-0.21
NNC(=O)CCN1CCN(Cc2ccccc2)CC1	-5.3	/	/
Cc1cc(=O)oc(C)c1C(=O)NC1CC(C)(C)NC(C)(C)C1	-271.4	1.2	1.22
CCc1cc(-c2n[nH]c(=S)n2N)n(C)n1	/	1.28	1.47
COCCn1c(-c2ccc(Cl)cc2)cnc1SCC(=O)NCCc1ccc(OC)c(OC)c1	-44.4	-0.2	0.02
CC(=O)C1=C(O)CCCC1=NCc1nc2ccccc2[nH]1	33.3	/	/
CC(C)c1nc2ccccc2c2nnc(SCC(=O)NCc3ccco3)n12	18.2	-0.41	-0.06
Clc1ccc(Cn2ncc3c(N4CCCCC4)ncnc32)c(Cl)c1	/	-1.49	-1.5
CCOc1ccc(-c2nnc3sc(COc4ccc(C)cc4)nn23)cc1	0.0	0.47	1.91
Cc1ccc(C2=NN(S(C)(=O)=O)C(c3ccc4c(c3)OCO4)C2)cc1 (stereo not drawn)	-55.2	-0.22	-0.5
FC(F)(F)c1cnc(Oc2ccc(-c3nnco3)cc2)c(Cl)c1	-28.6	-0.81	-0.8
COc1ccc(NC(=O)c2ccccc2SC)cc1	-13.3	/	/
CC(C)c1ccc(NC(=S)NN(c2ccccc2)c2ccccc2)cc1	10.5	-0.78	-1.25
COc1cccc(OC)c1C(=O)Nc1ccccc1C(=O)N1CCOCC1	-9.1	0.52	-0.05
CCOc1ccc(Br)cc1S(=O)(=O)NC(=O)c1ccccc1	28.6	/	/
Cc1ccc(CNC(C)c2ccccc2)cc1 (stereo not drawn)	25.8	0.44	0.05

Brought forward from above: 5 compounds, then new ones.
Molecule	Insulin prom inh	SDO1 yeast rescue	SDO1 yeast rescue Rescue 24 h
COc1ccc(NC(=O)c2ccccc2SC)cc1	-13.3	/	/
CC(C)c1ccc(NC(=S)NN(c2ccccc2)c2ccccc2)cc1	10.5	-0.78	-1.25
COc1cccc(OC)c1C(=O)Nc1ccccc1C(=O)N1CCOCC1	-9.1	0.52	-0.05
CCOc1ccc(Br)cc1S(=O)(=O)NC(=O)c1ccccc1	28.6	/	/
Cc1ccc(CNC(C)c2ccccc2)cc1 (stereo not drawn)	25.8	0.44	0.05
Cc1nnc(NC(=O)CSc2ncnc3scc(-c4ccccc4)c23)s1	-4.2	2.34	5.64
CC(NC(=O)COC(=O)CC(c1ccccc1)c1ccccc1)c1ccccc1 (stereo not drawn)	/	0.26	0.28
Cc1cc2nc3c(nc2cc1C)C1(C(=O)N(C)C)CCC3(C)C1(C)C (stereo not drawn)	21.9	-0.4	-0.01
Cc1onc(-c2ccccc2)c1C(=O)N/N=C/c1cc2c(cc1Br)OCO2	57.1	-1.07	-2.14
CCNc1nc(NCC)n2c(SCC(=O)N3CC4(C)CC3CC(C)(C)C4)nnc2n1 (stereo not drawn)	/	0.89	0.81
CC(C(=O)O)c1ccc(-c2ccccc2)c(F)c1 (stereo not drawn)	-36.4	-1.46	0.15
O=C(NCC1CCCO1)C1CCN(C2CCN(CCCC3CCCC3)CC2)CC1 (stereo not drawn)	13.0	/	/
Cc1cc(OCC(=O)Nc2ccc(N3CCCC3)cc2)cc(C)c1Cl	33.3	-0.15	1.53
COc1ccc(Cl)cc1N1Cc2ccccc2C1	-20.0	0.91	1.42
COc1cccc(-c2cc(C(=O)Nc3cc(C)n(Cc4ccc(Cl)cc4)n3)no2)c1	/	-1.2	-0.07
Cc1cccc2cc(C#N)c(N3CCCC3)nc12	-64.3	-0.9	-0.64
CSc1nnc(-c2ccccc2)n1N	/	0.46	0.31
Cc1sc2c(=O)n3c(nc2c1C(=O)NCCCN1CCOCC1)CCCCC3	/	0.25	-0.21
CCCCn1c(SCC(=O)Nc2cccc(C)n2)nnc1-c1ccco1	/	-1.32	-1.44
CCn1c(SC)nnc1-c1nnc(SC)n1CC	73.7	1.05	1.48
COc1cccc2cc(C(C)OC(=O)Nc3ccc(C)cc3)oc12 (stereo not drawn)	45.0	/	/
CCCCc1ccc(NC(=S)N2CCCC(CO)C2)cc1 (stereo not drawn)	/	-0.14	0.1
O=C(C1CCC(CNS(=O)(=O)c2cccc3nsnc23)CC1)N1CCN(c2ccccn2)CC1 (stereo not drawn)	-21.4	/	/
CCN(CC)c1ccc2cc(-c3nc4ccccc4[nH]3)c(=O)oc2c1	/	-1.04	-0.21
CSc1nc2ccc(NS(=O)(=O)c3c(Cl)cccc3Cl)cc2s1	-40.0	-1.39	-0.83
O=C(Cc1c(Cl)cccc1Cl)NC1=NCCS1	-27.3	/	/
O=C(CCCOc1ccccc1)Nc1ccc(S(=O)(=O)N2CCOCC2)cc1	-20.0	0.48	0.03
CSc1nnc(C)c(=O)n1COC(=O)/C=C/c1ccccc1	0.0	/	/
CCOc1ccc(CCNC(=O)COC(=O)c2cccnc2OCC)cc1OCC	-42.9	0.99	1.67
COc1cc(OC)cc(C(=O)NC(C(=O)O)C23CC4CC(CC(C4)C2)C3)c1 (stereo not drawn)	46.7	/	/
CC1(C)CC(=O)C/C(=N/Nc2nc3ccccc3s2)C1	50.0	/	/
O=C(c1nn(Cc2ccccc2)c(=O)c2ccccc12)N1CCN(C/C=C/c2ccccc2)CC1	2.9	-1.73	-1.1
COC(=O)Nc1ccc(S(=O)(=O)N(C)C)cc1	56.8	1.1	1.92
CCOC(=O)COc1ccc(S(=O)(=O)N2CCN(c3ccc(OC)cc3)CC2)cc1	-6.7	/	/
Cc1ccc(Oc2ccc(S(=O)(=O)N3CCOCC3)cc2C(N)=O)c(-n2nc3ccccc3n2)c1	45.5	-0.32	-0.4
Cc1nn(CC(=O)c2ccc(Cl)s2)c(C)c1[N+](=O)[O-]	-125.0	/	/
COc1ccc(Cl)cc1NC(=O)CC(C)=O	/	-0.32	-0.97
Cc1ccccc1NS(=O)(=O)c1ccc(NC(=O)c2ccco2)cc1	-37.9	-0.33	-0.11
CCCN(CCC)C(=O)CSc1nc2ccsc2c(=O)n1NC(=O)c1ccccc1	-2.6	0.22	0.01
CC(C)(C)Cc1nc(-c2ccc(Cl)cc2)no1	0.0	1.07	0.64
CN1CCN(CCCNC(=O)c2cn(C)c3ccc(S(=O)(=O)N(C)C)cc3c2=O)CC1	/	-0.68	-0.7
CCOc1cc(C=O)cc(Cl)c1OCC(N)=O	50.0	/	/
Cc1cc(C(=O)NCc2ccco2)on1	/	0.2	-0.32
COc1ccc(NC2(c3ccc(Cl)cc3)C(=O)c3ccccc3C2=O)cc1	-16.7	0.64	0.43
Cc1ccc(C)c(C(=O)CSc2nnc(C)s2)c1	-21.4	/	/
CCOC(=O)c1cc(C#N)c(Oc2cccc(C(F)(F)F)c2)nc1-c1ccccc1	15.6	-0.01	-0.6
CCS(=O)(=O)N1CCCC(C(=O)NCc2ccc(C)cc2)C1 (stereo not drawn)	35.5	-0.75	-1.23
Cc1ccc2[nH]c3c(c2c1)CN(C)CC3	43.8	0.23	-0.34
Cc1nnc(NC(=O)C2COc3ccccc3O2)s1 (stereo not drawn)	-42.3	0.58	-0.2
O=C(CCC1COc2ccccc2O1)Nc1cccnc1 (stereo not drawn)	-200.0	0.19	-0.65
Cc1cc(C(=O)NCCCN(C)C)c2ccccc2n1	77.8*	/	/
O=C(CCn1cccc1)NCc1ccccc1	21.4	0.78	0.2
CCOc1ccccc1CN1CCN(Cc2cccc3nonc23)CC1CCO (stereo not drawn)	-66.7	/	/

3 of the entries above in order of their number in SDO1 yeast rescue Rescue 24 h, falling:
Molecule	Insulin prom inh	SDO1 yeast rescue	SDO1 yeast rescue Rescue 24 h
CCOc1ccc(CCNC(=O)COC(=O)c2cccnc2OCC)cc1OCC	-42.9	0.99	1.67
O=C1Nc2ccccc2OC1CC(=O)N1CCCC1 (stereo not drawn)	-14.3	0.24	-0.07
CN1CCN(CCCNC(=O)c2cn(C)c3ccc(S(=O)(=O)N(C)C)cc3c2=O)CC1	/	-0.68	-0.7
